Source: PubChem
Large T inhibition = SV40 large T antigen inhibitors, biochemical (AID 1903). actives 0.39% (n = 310,000). SV40 large T antigen ATPase/helicase inhibition assay; higher % means a stronger effect. inhibition, % at 20 µM; hits with a dose series show IC50 in µM; in the data active means a potency from the dose series; inconclusive means inhibition mostly from about 32% at the one dose, without a potency; inactive means the rest, 99 in 100 with inhibition below about 32%; further: strong numbers were not always called active
West Nile antiviral = West Nile virus antiviral activity, cell-based, CPE readout (AID 1621). CPE inhibition, % at 10 µM, or IC50 in µM where a hit was titrated. actives 0.02% (n = 290,000). West Nile virus-infected cells, CPE inhibition; higher % means a stronger effect; in the data active means a potency from the dose series; inconclusive means CPE inhibition mostly from about 3.7% at the one dose, without a potency; inactive means the rest, 99 in 100 with CPE inhibition below about 2.2%; further: strong numbers were not always called active
MgcRacGAP inhibition = MgcRacGAP GTPase-activating activity inhibitors, confirmation, biochemical, ADP Hunter fluorescence; Rac GTPase-activating protein 1 (Homo sapiens); MgcRacGAP-stimulated Rac1 GTP hydrolysis, ADP Hunter fluorescence; higher % means a stronger effect; GST-tagged Rac1 F28L mutant substrate; one-dose inhibition, % at 30 µM; IC50 in µM for titrated hits; actives 0.6% (n = 340,000); AID 624330, 2012;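 active means first-screen hits whose inhibition reached a set limit at any dose in the follow-up dose series; inconclusive means inhibition above the set first-screen limit but never retested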;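 further: fluorescence reports GDP produced by GAP-driven GTP hydrolysis; strong numbers were not always called active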
Salmonella PhoP GFP = inhibitors of PhoP regulon expression, primary screen, Salmonella Typhimurium, GFP reporter (AID 1863); S. Typhimurium PhoP-regulated promoter GFP reporter, 4 h; higher % means a stronger effect; inhibition, % at 50 µM; hits with a dose series show IC50 in µM; actives 0.16% (n = 300,000);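 active means inhibition over 29.93%, a cutoff 3 SD above the screen mean, later confirmed by dose response; inconclusive means inhibition over 29.93% but no dose response follow-up; inactive means inhibition at most 29.93% or unconfirmed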;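 further: 0% = low Mg2+ inducing control and 100% = high Mg2+ repressing control; strong numbers were not always called active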
b-catenin transl = modulators of beta-catenin nuclear translocation, primary screen, imaging, HeLa cells, immunofluorescence, high-content. actives 0.3% (n = 190,000). nuclear translocation activity, % at 5 µM;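 active means nuclear translocation activity above 50% at 5 µM, with a well cell count of 50 or more; inconclusive means wells under 50 cells across six images, flagged as toxic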;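 further: per-cell ratio of nuclear to cytoplasmic median beta-catenin stain intensity; plate controls were DMSO negative control for no effect and GSK-3 inhibitor IX positive control for full effect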
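System: HeLa cells, endogenous beta-catenin; compound dosing: 5 µM primary single dose, 0.1% DMSO, 0.02–20 µM confirmation series; incubation: 24 h compound exposure at 37°C, 5% CO2; signal: beta-catenin immunofluorescence imaging with DAPI; evaluation: % activation, nuclear-to-cytoplasmic median beta-catenin signal ratio per cell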
WT yeast gro inh = growth inhibition of WT strain, primary screen, mitochondrial fusion inhibitor project, WT and mutant strains, chemical genetic; inhibition, % at 10 µM; AID 1362, 2008; actives 2.1% (n = 190,000); mitochondrial fusion phenotypic screen; in the data active means inhibition above about 58%; tested in S. cerevisiae
RSV antiviral HEp-2 = RSV antiviral activity via CPE protection, HEp-2 cells, primary 10 µM value included (AID 2391). HEp-2 cells, RSV-induced CPE inhibition; higher % means a stronger effect. one-dose CPE inhibition, % at 10 µM; IC50 in µM for titrated hits. actives 0.13% (n = 310,000); in the data active means a potency from the dose series; inconclusive means CPE inhibition mostly from about 23% at the one dose, without a potency; inactive means the rest, 99 in 100 with CPE inhibition below about 21%; further: strong numbers were not always called active
Myeloid diff MLP = induction of myeloid progenitor differentiation, primary screen, cell-based, flow cytometry, MLPCN library | ER-HoxA9 myeloid progenitors, lysozyme-GFP differentiation | calls only at 10 µM | actives 1% (n = 360,000) | AID 624256, 2012;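 active means normalized GFP-positive differentiation at or above the plate's own cutoff, the solvent-only control mean plus 3 SD; inconclusive means no clear call, values can overlap the other calls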;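 further: cells exposed to compound for four days before flow analysis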
T cell modulator = modulators of CD8 T cell-vesicle binding, primary screen, mouse 2C CD8+ T cells, flow cytometry | 2C CD8+ T cell-vesicle binding; hits give low values | AID 2052, 2009 | actives 0.068% (n = 330,000) | calls only at 7 µM;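 active means response, share of CD8 T cells binding vesicles, and their 90th percentile fluorescence all below set limits, cut at about 80% in these data, passing the limit was not always enough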
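Read-out – percent CD8+ FL2 mean versus row control · System – murine 2C transgenic CD8+ T lymphocytes · Times – 1.5 h cell–vesicle binding at 37 °C, then 20 min icy labelling · Control set – naked vesicles low, QL9 vesicles with vehicle high · Detection – cytometric PE anti-B7-1 and Alexa647 anti-CD8 signals after 1% paraformaldehyde fixation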
WT yeast gro inh mutant strain = further read-out of WT yeast gro inh, marked with its call; inhibition, %; mitochondrial fusion phenotypic screen, mutant strain inhibition
b-catenin transl cell count 5 µM = further read-out of b-catenin transl, marked with its call; cell count; measured here: cell count, cytotoxicity flag
T cell modulator vesicle-bound % = also measured in T cell modulator; calls as there; double positive events, %; measured here: CD8+ vesicle-bound cell fraction;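 binding gate set so that unloaded-vesicle control wells show 10% double positive cells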
Myeloid diff MLP GFP+ MAC1+ % = recorded beside Myeloid diff MLP, whose call it bears; GFP+ MAC1+ double positive, %; measured here: differentiation confirmed by MAC1 staining
* hit, by the source's call; i = inactive; ? = inconclusive; / = no result given; & = joins results of further samples.

Preview (two entries):
SMILES	Large T inhibition	West Nile antiviral	MgcRacGAP inhibition	Salmonella PhoP GFP	b-catenin transl	b-catenin transl cell count 5 µM	WT yeast gro inh	WT yeast gro inh mutant strain	RSV antiviral HEp-2	Myeloid diff MLP	Myeloid diff MLP GFP+ MAC1+ %	T cell modulator	T cell modulator vesicle-bound %
CCCc1cc(-c2nc(-c3ccc(Br)cc3)cs2)ccn1	-4%	-1.0%	3%	11%	-0.5	991	69*	62*	16%	i	0.3	i	50
Cc1ccccc1-n1nnnc1SCC(=O)Nc1ccc(N2CCN(C)CC2)cc1	5%	-0.3%	-6%	3%	/	/	/	/	-2.6%	i	0.8	i	40

Results, repeating the preview:
SMILES	Large T inhibition	West Nile antiviral	MgcRacGAP inhibition	Salmonella PhoP GFP	b-catenin transl	b-catenin transl cell count 5 µM	WT yeast gro inh	WT yeast gro inh mutant strain	RSV antiviral HEp-2	Myeloid diff MLP	Myeloid diff MLP GFP+ MAC1+ %	T cell modulator	T cell modulator vesicle-bound %
CCCc1cc(-c2nc(-c3ccc(Br)cc3)cs2)ccn1	-4%	-1.0%	3%	11%	-0.5	991	69*	62*	16%	i	0.3	i	50
Cc1ccccc1-n1nnnc1SCC(=O)Nc1ccc(N2CCN(C)CC2)cc1	5%	-0.3%	-6%	3%	/	/	/	/	-2.6%	i	0.8	i	40
CCCOc1ccc(-c2c(C(=O)N/N=C(\C)c3ccncc3)nnn2-c2nonc2N)cc1	4%	-0.4%	5%	-8%	/	/	/	/	1.3%	i	1.4	i	52
O=C(Nc1nc(-c2ccccc2)cs1)C1CCCCN1S(=O)(=O)c1ccc(Cl)cc1 (centres undefined)	2%	0.6%	5%	3%	-2.9	1234	43	22	-2.1%	i	0.3	i	52
Cc1cc(C(=O)Cn2nc(C(=O)O)c3ccccc3c2=O)c(C)n1-c1ccc(F)cc1	3%	0.1%	2%	21%	-1.0	936	16	-10	2.4%	i	0.5	i	43
O=C(Nc1ccccc1C(=O)N1CCCCC1)c1ccccc1C(F)(F)F	10%	-0.1%	8%	-7%	/	/	/	/	1.7%	i	1.4	i	12
Cc1cc(C)nc(NS(=O)(=O)c2ccc(NC(=O)CN3C(=O)S/C(=C\c4ccccc4)C3=O)cc2)n1	9%	0.0%	5%	-7%	-3.5	1067	-21	12	4.6%	i	1.2	i	48
O=C(/C=C/c1ccccc1Cl)NCCc1ccccc1	2%	-0.5%	-2%	-9%	0.6	1375	2	23	0.4%	i	0.6	/	/
COC(=O)C1=C(C)NC(C)=C(C(=O)OC)C1C(=O)OCC(=O)N1c2ccccc2CC1C (centres undefined)	16%	-0.4%	1%&9%	-7%	4.2	902	-2	-3	0.7%	i	0.5&0.2	i	18
COc1ccc(-c2cc(=Nc3c(C)n(C)n(-c4ccccc4)c3=O)c3ccccc3o2)cc1	67%	-1.1%	11%	1%	1.7	993	22	0	2.4%	i	0.8	i	36
Cc1ccc(CSc2n[nH]c(N)n2)cc1	7%	0.9%	11%	-20%	0.0	1414	-13	-1	1.0%	i	0.3	i	31
O=C(N/N=C1\CCCc2c1[nH]c1ccc([N+](=O)[O-])cc21)c1ccncc1	4%	-0.2%	/	1%	2.6	962	5	-14	4.4%	/	/	i	23
CCCOc1cc(C)c(S(=O)(=O)NC2CC(C)(C)NC(C)(C)C2)cc1C	3%	-0.7%	-2%	-6%	-3.9	564	4	6	-0.9%	i	0.8	i	42
CCOc1ccccc1NC(=O)NCCc1c[nH]c2ccccc12	0%	-0.8%	6%	0%	/	/	/	/	16%	i	0.4	i	23
CCc1ccc(-c2cc3c(=O)n(CC(=O)NCCCN4CCN(Cc5ccccc5)CC4)nc(C)n3n2)cc1	8%	-0.9%	-2%	-2%	/	/	/	/	-1.8%	?	/	i	36
CCN(CC)S(=O)(=O)c1ccc(N2CCCC2)c(NC(=O)c2ccncc2)c1	4%	0.7%	8%	4%	-0.8	1114	/	/	-0.7%	i	0.2	i	39
O=C1NC[C@@H](Cc2cccc3ccccc23)N(CCCCC2CCCCC2)C1=O	3%	/	3%	/	/	/	/	/	-4.0%	i	1.9	i	56
COC(=O)c1ccc(CO/N=C/c2cccc([N+](=O)[O-])c2)cc1	6%	-0.1%	/	-6%	/	/	/	/	2.9%	i	1.2	i	13
C/C(=N\NC(=O)Cc1cccn1C)c1ccc2ccccc2c1	6%	-0.4%	7%	2%	/	/	12	16	11%	i	0.5	i	42
Cc1ccc(C(=O)NCc2nnc(SCC(=O)Nc3ccccc3)n2C)cc1	8%	0.0%	7%	1%	0.4	1028	-4	3	2.2%	i	0.2	i	24
COc1ccc2c(c1)-c1nc(/N=C/c3ccc(O)c(OC)c3)sc1CC2	15µM*	-1.1%	?	-3%	-2.2	1131	15	17	2.1%	i	0.4	i	42
CCOC(=O)N1CCC(NS(=O)(=O)c2ccc3c(c2)OCC(=O)N3)CC1	8%	0.0%	6%	-7%	0.1	1001	2	18	1.2%	i	0.3	i	36
CCOc1ccc2c(C)c(C(=O)O)oc2c1OCC	21%	-0.2%	-1%	3%	-0.6	1034	-4	8	3.0%	i	0.7	i	10
Cc1cc(C)c[n+](-c2nc3ccccc3nc2[N-]S(=O)(=O)c2cccs2)c1	13%	0.0%	6%	-6%	-0.8	1022	-12	3	0.1%	i	0.6	i	49
CC(C)(C)c1ccc(C(=O)NCc2ccc(Cl)cc2)cc1	3%	-0.1%	7%	3%	0.7	1319	-6	-12	0.0%	i	6.5	i	27
O=C(Nc1nnc(-c2cccs2)o1)c1cc(-c2ccccc2)nc2ccccc12	11%	/	6%	-2%	-2.0	505	71*	62*	-2.2%	i	2.8	i	45
CN(C)c1ccc(-c2ccccc2)nn1	7%	0.9%	3%	7%	/	/	-17	2	3.0%	i	0.3	i	22
Cc1ccc2cc(CCNC(=O)c3ccc4c(c3)OCO4)c(=O)[nH]c2c1C	11%	-0.1%	1%	1%	-2.0	1167	-4	4	1.4%	i	2.5	i	41
CC(C)COC(=O)N1CCN(S(=O)(=O)c2ccc3c(c2)CCC3)CC1	/	/	0%	/	/	/	/	/	3.8%	i	0.8	i	49
Clc1ccc(C2=C3CCCCn4c(-c5ccccc5)c[n+](c43)C2)cc1	19%	-0.3%	7%	15%	/	/	1	-6	12%	i	0.9	i	45
CCCc1cc2c(=O)c(-c3ccc4c(c3)OCCO4)c(C)oc2cc1OS(C)(=O)=O	0%	0.2%	8%	3%	-0.3	991	-7	-6	/	i	6.1	i	18
CCC(=O)Nc1cccc(NC(=S)NC(=O)c2ccccc2)c1	16%	-0.1%	8%	-3%	-3.2	493	-9	0	1.6%	i	0.5	i	31
CC(C)N(C(=S)NCc1ccccc1)c1ccccc1	9%	-0.5%	8%	0%	3.4	1052	-4	22	-1.6%	i	0.2	i	51
COc1cccc(NC(=S)N/N=C2\CC3CCC2(C)C3(C)C)c1 (centres undefined)	6%	-1.1%	-17%	-5%	0.1	1031	71*	46*	2.9%	i	0.3	i	11
O=C(Nc1ccc2ccccc2c1)c1ccc2[nH]c(=O)c(=O)[nH]c2c1	27%	0.2%	8%	-2%	/	/	/	/	2.4%	i	1.8	i	53
O=C(CNS(=O)(=O)c1ccccc1)NCC(=O)N1CCCCC1	10%	0.7%	11%	-3%	/	/	/	/	1.8%	i	0.3	i	48
Cc1nc(NCCc2ccc(S(N)(=O)=O)cc2)c2c(C)c(C)sc2n1	20%	-1.1%	6%	7%	-1.1	1123	-9	-43	1.8%	i	1.1	i	58
Cc1cccc(C(=O)NC(=S)Nc2ccc(N3CCOCC3)cc2)c1	-35%	-0.6%	7%	30%	-1.8	938	10	-7	1.1%	i	0.3	i	46
COc1ccc(C(=O)Nc2ccc(C(=O)OCC(=O)c3cccc4ccccc34)cc2)cc1	2%	0.0%	6%	-13%	-1.6	1138	-10	6	0.0%	i	0.7	i	46
COCCCNC(=O)CN(c1ccc(OC)cc1)S(=O)(=O)c1ccc(NC(C)=O)cc1	6%	0.5%	6%	9%	1.7	1244	7	7	1.8%	i	1.3	i	31
O=C(Cn1cc(C(F)(F)F)cc(Cl)c1=O)NCCc1ccc(Cl)cc1Cl	19%	-0.3%	-9%	-5%	0.0	1267	/	/	2.3%	i	2.7	i	37
COc1cccc(C(=O)NC2CCN(CC(=O)NCc3ccccc3F)CC2)c1	5%	-0.9%	7%	1%	/	/	/	/	0.8%	i	0.3	i	17
O=S(=O)(c1ccc(S(=O)(=O)N2CCN(Cc3ccccc3)CC2)cc1)N1CCOCC1	4%	-0.4%	/	17%	-5.8	1029	-5	-2	/	/	/	/	/
CC1(C)CC(=O)C2=C(C1)OC1=C(C(=O)CC(C)(C)C1)C2c1ccccc1	0%	-0.6%	0%	-2%	/	/	6	14	-0.7%	i	2.0	i	49
COc1ccc(CCN(C)c2ccc(S(=O)(=O)N3CCCC3)cn2)cc1OC	3%	-0.8%	8%	5%	-1.7	944	-6	18	3.6%	i	0.8	i	54
CCOc1ccccc1NC(=O)CCNC(=O)Cn1ccc2ccccc2c1=O	8%	-0.6%	7%	0%	/	/	/	/	2.0%	i	1.1	i	44
Cc1cccc2cc(CN(CC3CCCO3)C(=O)c3ccco3)c(=O)[nH]c12 (centres undefined)	16%	-0.7%	10%	-4%	-3.8	820	7	12	1.1%	i	1.1	i	47
COC(=O)CN1C(c2ccccc2O)Nc2ccc(Br)cc2C1c1ccccc1 (centres undefined)	12%	-1.5%	9%	0%	/	/	35	17	2.3%	i	0.4	i	42
COC(=O)c1c(NC(=O)c2ccco2)sc(C(=O)N(C)C)c1C	6%	0.9%	-1%	7%	-1.0	1239	-2	-4	-1.1%	i	1.2	i	5
COc1ccc2cc(C(C)C(=O)NC3CCC(O)CC3)ccc2c1 (centres undefined)	7%	-0.8%	7%	-5%	/	/	/	/	-0.4%	i	0.2	i	34
CCOC(=O)N1CCN(Cc2nc(-c3cccc(C)c3)no2)CC1	1%	-0.6%	8%	-9%	6.0	944	-6	2	0.8%	i	1.1	i	38
